NPYLR7 agonist: mosquito NPYLR7 agonism; activation, % at 10 µM; HEK293T NPYLR7/Galpha15, GCaMP6s calcium fluorescence; AID 1259423; 270,000 compounds, 0.15% hits; in the data active = activation above about 40%;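 also: 0% = vehicle and 100% = reference agonist at the receptor; some compounds past the cut are filed as inactive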
hcGAS inh: blocks human cGAS activity | Q8N884 | 290,000 compounds, 0.081% hits | inhibition, % at 12.5 µM | AID 1259398 | recombinant h-cGAS, ATP depletion, Kinase-Glo luminescence;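 also: 0% = vehicle reaction and 100% = reaction without DNA for no activity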
Target sequence (Q8N884 whole entry, looked up): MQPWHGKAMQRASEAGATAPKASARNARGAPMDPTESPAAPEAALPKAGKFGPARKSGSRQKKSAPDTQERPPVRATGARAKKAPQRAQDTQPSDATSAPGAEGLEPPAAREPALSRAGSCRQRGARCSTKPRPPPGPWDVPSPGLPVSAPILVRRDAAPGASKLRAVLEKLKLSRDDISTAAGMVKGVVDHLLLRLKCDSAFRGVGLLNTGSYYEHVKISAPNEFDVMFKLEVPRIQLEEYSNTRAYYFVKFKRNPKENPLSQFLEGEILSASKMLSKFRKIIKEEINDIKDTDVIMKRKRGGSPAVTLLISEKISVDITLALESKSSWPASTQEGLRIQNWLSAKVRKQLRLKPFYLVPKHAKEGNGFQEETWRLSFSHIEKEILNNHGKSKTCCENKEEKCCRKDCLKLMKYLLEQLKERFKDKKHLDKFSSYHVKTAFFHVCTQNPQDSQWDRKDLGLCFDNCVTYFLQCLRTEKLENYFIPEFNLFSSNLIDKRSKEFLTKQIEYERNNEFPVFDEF
mcGAS lum: blocks mouse cGAS activity. Q8C6L5. recombinant cGAS, Kinase-Glo ATP depletion luminescence. inhibition, % at 12.5 µM. 160,000 compounds, 0.15% hits;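 also: 0% = negative control wells and 100% = reference inhibitor with no enzyme activity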
The depositor's hits bear a star; · = no result given; & = joins results of further samples. Rule as the data show it, unless noted: active = inhibition above about 40%; inactive = the rest.

SMILES	NPYLR7 agonist	hcGAS inh	mcGAS lum
O=C(Nc1ccc(Cl)cn1)c1nn2c(C(F)(F)F)cc(-c3ccc(Br)cc3)nc2c1Cl	-13	2	2
O=[N+]([O-])c1ccc2c(c1)[nH]c(=S)n2-c1ccc(F)cc1	0	-3	·
CCc1nnc(NC(=O)CCn2c(=O)n(CC)c3ccccc32)s1	-14	4	·
O=S(=O)(c1ccccc1)c1ccc(Cl)c(Cl)c1	-1	-5	-6
CSc1nc2c(c(=O)n1-c1cc(C)cc(C)c1)SC(C)C2 (stereo not given)	-3	-7	·
CC(C)Cc1cc(C(=O)NCC(C)Oc2cccnc2)n(C)n1 (stereo not given)	6	-5	·
Cc1cc(=O)[nH]c(NN=C2c3ccccc3-c3ccccc32)n1	4	-11	·
O=[N+]([O-])c1ccc(Cl)c(S(=O)(=O)N2CCCC2)c1	2	1	-1
Cc1ncc([N+](=O)[O-])n1CCNC(=O)Nc1cccc(F)c1	-10	-2	-4
CCN(CCN1CCCCC1)C(=O)C1CCCN1C(N)=O (stereo not given)	9	-5	·
CCc1nc(CN(C)Cc2cc(-c3ccncc3)no2)c(C)[nH]1	-3	-3	·
Cc1cc(C(=O)N2CCN(C3c4ccccc4CCc4ccccc43)CC2)no1	-3	-5	-6

Part of the list above, field by field.
> Cc1ncc([N+](=O)[O-])n1CCNC(=O)Nc1cccc(F)c1
  NPYLR7 agonist: -10
  hcGAS inh: -2
  mcGAS lum: -4
> CCN(CCN1CCCCC1)C(=O)C1CCCN1C(N)=O (stereo not given)
  NPYLR7 agonist: 9
  hcGAS inh: -5
  mcGAS lum: ·
> CCc1nc(CN(C)Cc2cc(-c3ccncc3)no2)c(C)[nH]1
  NPYLR7 agonist: -3
  hcGAS inh: -3
  mcGAS lum: ·

Later entries:
SMILES	NPYLR7 agonist	hcGAS inh	mcGAS lum
CCCc1oncc1C(=O)N1CCCC2(CNC(=O)O2)C1 (stereo not given)	4	-7	-13
Cc1ccoc1C(=O)N1Cc2cnn(Cc3ccc(F)cc3)c2C1	·	-4	-18
COC(=O)c1cc(-c2ccc(/C=C3\C(=O)N(c4ccc(Br)cc4)N=C3C)o2)ccc1Cl	11	-3	-6
Cc1ccc(Nc2nc(N)nc(CSc3nccn3C)n2)c(C)c1	-1	-4	·
CO[C@H]1C[C@@H]2C[C@H](c3ccccn3)OC[C@]2(O)[C@@H]1N1CCN(CC(=O)NC(C)C)CC1	5	6	-4
CC(=O)c1cccc(OCC(O)CN2CCC(c3ccccc3)C2)c1 (stereo not given)	-1	-4	·
N#CCCS(=O)(=O)c1nnnn1-c1ccccc1	19	2	·
Cn1cnnc1C1CCCN(C(=O)C2CC(=O)N(CCc3ccccc3)C2)C1 (stereo not given)	6	-7	·
CC(C)c1nccn1C(C)C(=O)NCCS(=O)(=O)N1CCCC1 (stereo not given)	14	-3	·
O=P(CC[P+](CCO)(c1ccccc1)c1ccccc1)(c1ccccc1)c1ccccc1	3	-10	-8
Cc1ccc(F)c(NC2CCCN(C(=O)CC(C)(C)C)C2)c1 (stereo not given)	1	-8	·
C/C(=N/OCC(=O)NCCCCNC(=O)CO/N=C(/C)c1ccc(C)cc1)c1ccc(C)cc1	4	-5	·
c1coc(-c2nc3sc4c(NCCN5CCOCC5)ncnc4c3c3c2CCCC3)c1	6	-6	·
COc1ccc(OC)c(NC(=O)C2(C)CCN2CCOc2ccccc2)c1 (stereo not given)	5	-12	·
COc1cc2c(cc1OC)C1CN(C(=O)c3ccc4c(c3)OCO4)CC(=O)N1CC2 (stereo not given)	-11	4	1
CCCN(CCC)C1=CC(=[N+]2CCCC2)CC(C)(C)C1	2	-8	-6
Cc1cc(NCCn2ccnn2)nc(N(C)C)n1	10	-5	·
CCn1nnc2c(SCC(=O)NCCOC)ncnc21	-1	-2	·
CC(=O)N1CCc2ccccc2C1c1ccc(C)cc1 (stereo not given)	20	-3	-6
CCN(CC)c1ccc(-c2n[nH]c(=S)o2)cc1	2	-1	·
CC1CC(C)CN(Cc2nc3c(c(=O)n(C)c(=O)n3C)n2C(C)C)C1 (stereo not given)	·	-9	-7
CN1CCc2nc3ccccc3c(C(=O)N[C@@H]3C[C@H]4CC[C@@H]3C4)c2C1	0	4	·
CCC1CN(C(=O)c2cnn3ccccc23)CCC(=O)N1Cc1ccccc1 (stereo not given)	10	-6	-14
CCCC[C@@]1(C2CCCC2)Cc2cc(OCC(=O)O)c(Cl)c(Cl)c2C1=O	1	-2	-2
O=c1nc(SCc2ccc([N+](=O)[O-])cc2)nc2ccc(Cl)cn12	-5	-7	·
CCC(CC)(Cc1nc2ccccc2s1)C(=O)Nc1ccc(N2CCOCC2)cc1	-1	5	-1
COc1cccc(Cc2nsc(N(CCC(=O)N3CCN(c4ccc([N+](=O)[O-])cc4)CC3)C(C)C)n2)c1	-6	-5	-5
COc1ccc(OC)c(CC(=O)N(C)Cc2ccncc2C)c1	27	-5	·
CC(C)(C)c1ccc(S(=O)(=O)N2CCSCC2)cc1	4	-7	·
Cc1nn(C(C)C(=O)NC2CCCC2)c(=O)c2cc3sccc3n12 (stereo not given)	5	-5	-3
COCC(=O)N1CCC2(CC1)CN(CCCc1ccccc1)CCN2C	-2	-3	-3
CCC(C)n1nccc1NC(=O)C(C)N1CCC(CN2CCCCCC2)CC1 (stereo not given)	12	-15	·
CC(C)COCC(O)CN(Cc1cccs1)C1CC1 (stereo not given)	18	-1	-3
CN(C)c1ccc(NS(=O)(=O)c2cn[nH]c2C(C)(C)C)cc1	8	-8	·
Cc1cccc(-c2noc(N3CCOCC3)c2CN(Cc2ccco2)C(=O)c2ccc(F)cc2)c1	0	-7	-6
CCCCOc1ccc(C2=NC(=Cc3ccc(OCC(N)=O)cc3)C(=O)O2)cc1	12	-8	·
COc1ccc(F)c(CN(C)Cc2ncc[nH]2)c1Cl	11	-7	·
O=C(c1c(Cl)cccc1Cl)N1CCC(CCc2ccccc2)CC1	25	-6	-5
C=CCN(C)[C@H]1[C@H](OC)C[C@@H]2C[C@H](COC)OC[C@]21O	3	7	-5
O=C(c1cc2ccccc2cn1)N1CCc2c(sc3[nH]c(=O)n(-c4ccccc4C(F)(F)F)c(=O)c23)C1	5	-6	-6
COCCn1c(=NC(=O)c2ccc(N3C(=O)CCC3=O)cc2)sc2cc(S(C)(=O)=O)ccc21	3	-5	·
Clc1ccccc1N1CCN(c2ncnc3[nH]ncc23)CC1	13	2	·
COc1cccc(CN2CCNC(=O)C2CC(=O)NCCn2nc(C)cc2C)c1OC (stereo not given)	-3	-3	·
CCN(CC)CCN(C(=O)c1ccco1)c1nc2c(F)cc(F)cc2s1	12	-1	-5
O=C(CN1C(=O)c2cccc3cccc1c23)NCc1cccc(Cl)c1	11	-10	·
COc1ccc(/C=C/CN2CCC3(CCN(C)C3)CC2)cc1	9	-3	-10
Cc1cc(C)cc(NS(C)(=O)=O)c1	3	5	-6
O=C(c1ccc(C(F)(F)F)cc1)N1CCN(C(C(=O)N2CCSCC2)C2CCCC2)CC1 (stereo not given)	7	-5	-3
Cc1nn(-c2ccc(Cl)cc2)c2[nH]c(CCl)cc(=O)c12	12	-1	·
CCc1noc(CSc2nc3sc4c(c3c(=O)n2C(C)C)CCC4)n1	3	-8	·
Cc1ccccc1NC(=O)N1CCN(c2nc(Cc3ccc(Cl)cc3)ns2)CC1	-6	-8	-6
Cc1cc(C)n(CC(O)COc2ccc(C(C)(C)C)cc2)n1 (stereo not given)	10	-12	-8
O=C(NCc1cccc(F)c1)C(C1CCCC1)N1CCN(C(=O)Nc2ccc(F)cc2)CC1 (stereo not given)	-21	-2	0
O=C(NCc1ccccc1)Nc1ccc(N2CCCN(Cc3c(F)cccc3F)C2=O)cc1	-1	-13	·
CCN(CC)c1ccc(CN(CCOC)C(=O)c2cccc(F)c2)c(OS(=O)(=O)c2ccc(OC)cc2)c1	21	-3	-5
COc1ccc(CCN(Cc2ccc(C)s2)C(=O)CN(C(=O)c2ccccc2C)C(C)C)cc1OC	-2	4	-5
CN(C)S(=O)(=O)c1ccc(C(=O)NCc2nnnn2-c2ccccc2)cc1	1	-6	-8
COCC(=O)Nc1ccc(N(C)C)c(CN(C(=O)NC(C)(C)C)C(C)c2ccccc2)c1 (stereo not given)	2	-3	-7
O=C(NCC1(N2CCSCC2)CCCC1)C1(c2cccc(Br)c2)CC1	0	-10	·
CCn1c(C)c(/C=C/c2nc3ccc(I)cc3c(=O)n2C)c2ccccc21	28	-8	·

New compounds follow
SMILES	NPYLR7 agonist	hcGAS inh	mcGAS lum
Nc1cc(-c2ccc(Cl)cc2)nn1-c1ccc(C(=O)NC(c2ccccc2)c2ccccc2)cc1	-9	-3	-3
NC(=O)CCCCCN1C(=O)/C(=C/c2ccc(Cl)cc2)SC1=S	3	-5	-2
O=c1nc(SCc2ccccn2)c2c(n1CCO)CCCC2	-10	-6	-12
CC(C)n1ncc2cc(NC(=O)Cn3nc(-c4cccs4)oc3=O)cnc21	2	-5	·
Cc1ccc(-c2n[nH]c(=S)n2CCC(=O)NCc2ccco2)cc1	4	-4	·
Cc1noc(C(C)Sc2nc3cc(Cl)ccc3c(=O)n2C(C)C)n1 (stereo not given)	4	-8	·
CC(C)c1ccccc1OC1CC2CCC(C1)N2C(=O)c1ccc(CSCc2cccs2)cc1 (stereo not given)	3	-3	-5
COc1cccc(OCc2nc(C(=O)N(C)C(C)c3nccs3)co2)c1 (stereo not given)	5	-8	·
CN(CC1CCC(N)CC1)CC1(CO)CCCC1 (stereo not given)	7	-3	-10
C=CCOc1c(OC)ccc2c1CN(C)C(=O)CCN2CC(O)C(F)(F)F (stereo not given)	-2	5	3
COc1ccc2c(c1)CCCN2C(=O)CSc1nc2ccccc2c(=O)n1CCCOC(C)C	0	8	·
Cc1nc(C(NS(=O)(=O)c2cccc3ccccc23)C(C)C)n[nH]1 (stereo not given)	0	-8	-10

Grouped by structure, the entries above containing an aryl methoxy group
SMILES	NPYLR7 agonist	hcGAS inh	mcGAS lum
COc1ccc(OC)c(NC(=O)C2(C)CCN2CCOc2ccccc2)c1 (stereo not given)	5	-12	·
COc1cc2c(cc1OC)C1CN(C(=O)c3ccc4c(c3)OCO4)CC(=O)N1CC2 (stereo not given)	-11	4	1
COc1cccc(Cc2nsc(N(CCC(=O)N3CCN(c4ccc([N+](=O)[O-])cc4)CC3)C(C)C)n2)c1	-6	-5	-5
COc1ccc(OC)c(CC(=O)N(C)Cc2ccncc2C)c1	27	-5	·
COc1ccc(F)c(CN(C)Cc2ncc[nH]2)c1Cl	11	-7	·
COc1cccc(CN2CCNC(=O)C2CC(=O)NCCn2nc(C)cc2C)c1OC (stereo not given)	-3	-3	·
COc1ccc(/C=C/CN2CCC3(CCN(C)C3)CC2)cc1	9	-3	-10
CCN(CC)c1ccc(CN(CCOC)C(=O)c2cccc(F)c2)c(OS(=O)(=O)c2ccc(OC)cc2)c1	21	-3	-5
COc1ccc(CCN(Cc2ccc(C)s2)C(=O)CN(C(=O)c2ccccc2C)C(C)C)cc1OC	-2	4	-5
COc1cccc(OCc2nc(C(=O)N(C)C(C)c3nccs3)co2)c1 (stereo not given)	5	-8	·
C=CCOc1c(OC)ccc2c1CN(C)C(=O)CCN2CC(O)C(F)(F)F (stereo not given)	-2	5	3
COc1ccc2c(c1)CCCN2C(=O)CSc1nc2ccccc2c(=O)n1CCCOC(C)C	0	8	·

Next records.
SMILES	NPYLR7 agonist	hcGAS inh	mcGAS lum
Cc1cccn2c(CC(=O)NCc3cc(-c4ccco4)on3)cnc12	1	-6	-12
Cc1c(C)n2c3c(=O)n(CCC(C)C)c(=O)n(C)c3nc2n1CCC(C)C	-1	-6	·
O=C(c1cc(C(F)(F)F)[nH]n1)N1CC[C@H](CO)[C@H](O)C1	-3	-1	·
Cc1cccc(-c2nnc(SCC(=O)NC(C)C3CC3)n2CC(N)=O)c1 (stereo not given)	-3	6	·
COC1CCCCC1NC(=O)Nc1cccc(-c2nccn2C)c1 (stereo not given)	-4	3	1
CC(=O)Nc1ccc(NC(=O)C2CCN(c3nccc(Nc4ccccc4)n3)CC2)cc1	6	-4	·
CC(C)Cc1ccc(S(=O)(=O)N2CCC3(CC2)NCCN=C3NC2CCCCC2)cc1	·	-4	-6
COCCCNc1nc2ccccc2nc1NS(=O)(=O)c1ccc(C)cc1C	-15	-1	-5
CCOc1ccc(CNC(=O)Cn2cnc3c([nH]c4ccc(C)cc43)c2=O)cc1OCC	·	-4	-7
COc1ccc(CC(=O)N2CCN(C(=O)c3cc4ccoc4n3Cc3ccccc3C)CC2C)cc1 (stereo not given)	2	-2	-3
COc1ccc(C2C(C(=O)c3ccco3)=C(O)C(=O)N2Cc2cccnc2)cc1 (stereo not given)	-6	1	-5
CCn1nc(C(=O)Nc2ccnn2C2CCCC2)c2ccccc2c1=O	6	-5	-6
Cc1ccccc1C(NC(=O)C1CCN(C(=O)c2ccc3c(c2)OCO3)CC1)c1ccccn1 (stereo not given)	-6	-6	-3
CN(C)c1ccc(C(=O)N2CCN(c3ccc(F)cc3)CC2)cc1	-2	-6	·
CC(C)COC(C)c1noc(Cn2nccc2-c2ccncc2)n1 (stereo not given)	5	-3	·
C=CCn1c(COc2cc(C)ccc2C(C)C)nnc1SCC(N)=O	2	4	-1
O=c1oc(-c2ccco2)nn1Cc1cnn(-c2ccccc2)n1	-5	-1	1
O=C(COC(=O)CC12CC3CC(CC(Br)(C3)C1)C2)NC1CCS(=O)(=O)C1 (stereo not given)	5	-8	·
c1ccc(COc2cccn3c(NC4CCCCC4)c(C4CCCCC4)nc23)cc1	-1	-5	-7
CCCNC(=O)N(CCN1CCOCC1)Cc1nccn1Cc1ccc(C(F)(F)F)cc1	3	-6	-5
CC(NC(=O)Cn1cnc([N+](=O)[O-])n1)C1CC2CCC1C2 (stereo not given)	-4	-6	-6
CCCCC(CC)C(=O)Nc1ccc(N2CCN(c3ccccc3OC)CC2)c(C(=O)NCCCN(C)C)c1 (stereo not given)	-2	-4	-6
Cc1nc(CC(=O)O)cs1	3&13	-5&-3	·
CC1CC(=O)Nc2c1c(NC(=O)c1cnccn1)nn2C (stereo not given)	-14	1	-8
CCOc1ccccc1N1CCN(S(=O)(=O)c2ccc(C)c(C)c2C)CC1	-3	-2	·
